Compound activity as filed in PubChem BioAssay.
TcdB inh: inhibitors of Clostridioides difficile toxin B glycohydrolase | TcdB glycohydrolase enzymatic assay, plate reader | AID 652162 | inhibition, % at 9.99 µM | 350,000 compounds, 0.24% hits | P18177; in the data active = inhibition above about 10%
GDH-TPI inh: GDH-TPI coupled enzyme inhibition counter-screen | GDH-TPI coupled enzyme counterscreen, NADH absorbance | inhibition, % at 4.8 µM | 360,000 compounds, 1.2% hits | AID 588335; in the data active = inhibition above about 30%;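 also: 0% = DMSO wells and 100% = wells lacking the enzyme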
Vc quorum ag: quorum light induction in luxS cqsA deficient V. cholerae | V. cholerae BH1578 lux reporter, luminescence, 6 h | activation, % at 18.7 µM | 350,000 compounds, 0.16% hits; in the data active = activation mostly above about 9.7%, no sharp cut-off; also: not every result past the cut was called active; inactives centre near 0; reference of the scale not given here
Y pestis TopoI: Y. pestis Topo-I inhibition via cleavage products; activity, % at 10 µM; AID 504884; 360,000 compounds, 0.064% hits; Y. pestis Topo-I cleavage product accumulation, plate reader; in the data active = activity above about 50%, passing the limit was not always enough; also: inactives centre near 2
FBA Mtb inh: inhibits M. tuberculosis FBA enzyme; inhibition, % at 1 µM; AID 588726; 360,000 compounds, 2.3% hits; purified M. tuberculosis FBA, fluorescence read-out; in the data active = inhibition above about 27%;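 also: 0% = vehicle and 100% = reference inhibitor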
Target sequence (P9WQA3 whole entry, looked up): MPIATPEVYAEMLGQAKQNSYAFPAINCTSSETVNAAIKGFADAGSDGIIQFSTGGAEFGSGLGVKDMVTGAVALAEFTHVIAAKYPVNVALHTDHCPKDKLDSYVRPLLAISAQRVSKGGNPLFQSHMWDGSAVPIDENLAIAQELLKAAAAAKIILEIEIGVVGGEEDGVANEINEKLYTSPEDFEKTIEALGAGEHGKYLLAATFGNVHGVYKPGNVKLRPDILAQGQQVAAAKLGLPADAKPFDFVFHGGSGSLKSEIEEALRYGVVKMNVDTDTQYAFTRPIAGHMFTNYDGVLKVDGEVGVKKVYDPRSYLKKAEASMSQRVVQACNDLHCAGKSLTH
PfHsp40 rescue: restores yeast growth despite PfHsp40 toxicity | growth rescue, % at 12.5 µM | S. cerevisiae expressing PfHsp40, growth rescue, ATP luminescence | 340,000 compounds, 0.68% hits; in the data active = growth rescue above about 28%, passing the limit was not always enough;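 also: yeast W303a lacking pdr1 and pdr3 grown in galactose medium; growth measured after three days at 30 °C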
FadD28 binding: inhibitors of Mycobacterium tuberculosis FadD28 bisubstrate binding. inhibition, % at 12.5 µM. 360,000 compounds, 0.22% hits. FadD28 bisubstrate probe binding, fluorescence polarization; in the data active = inhibition above about 8.5%, passing the limit was not always enough
BioA inh: blocks M. tuberculosis BioA enzyme activity. purified M. tuberculosis BioA enzyme, plate reader. inhibition, % at 9.99 µM. 360,000 compounds, 0.096% hits; in the data active = inhibition above about 40%
UGM FP inh: Mtb UDP-galactopyranose mutase inhibition | 320,000 compounds, 0.06% hits | AID 504406 | inhibition, % at 10 µM | purified UGM, fluorescence polarization probe displacement | P9WIQ1; in the data active = inhibition above about 10%, passing the limit was not always enough
Target sequence (P9WIQ1 whole entry, looked up): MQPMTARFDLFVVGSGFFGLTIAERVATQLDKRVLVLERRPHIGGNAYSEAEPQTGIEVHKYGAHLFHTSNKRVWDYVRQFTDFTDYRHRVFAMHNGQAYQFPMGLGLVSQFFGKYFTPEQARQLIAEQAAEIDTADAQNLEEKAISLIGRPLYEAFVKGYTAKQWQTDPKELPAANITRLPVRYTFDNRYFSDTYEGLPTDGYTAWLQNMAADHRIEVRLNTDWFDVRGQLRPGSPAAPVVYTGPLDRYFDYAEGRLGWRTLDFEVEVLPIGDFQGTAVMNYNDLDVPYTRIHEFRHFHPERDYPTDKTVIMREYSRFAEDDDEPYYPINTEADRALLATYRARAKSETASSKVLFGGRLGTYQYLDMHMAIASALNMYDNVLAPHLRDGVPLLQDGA
* hit, by the source's call; i = inactive; . = no result given; + = active, no number.

SMILES	TcdB inh	GDH-TPI inh	Vc quorum ag	Y pestis TopoI	FBA Mtb inh	PfHsp40 rescue	FadD28 binding	BioA inh	UGM FP inh
Cc1ccc(C(=O)NC(=S)Nc2cc(-c3nc4ccccc4s3)ccc2C)cc1	.	2.7	i	-1.2	-1.0	-0.2	-2.8	-0.8	-3.2
Cc1cccc(NC(=S)NC(=O)Cc2ccccc2)c1C	2.8	16.8	-0.4	-2.2	-0.6	1.1	-2.6	0.5	1.3
CCCNC(=O)C1CCN(S(=O)(=O)c2ccc3nc4c(c(C(=O)O)c3c2)CCCCC4)CC1	0.8	2.4	-0.2	1.0	-1.3	-0.7	-4.1	-0.3	.
CCC(C)C(=O)Nc1nnc(SCC(=O)Nc2ccc(F)cc2)s1 (stereo not drawn)	0.7	-9.0	-0.4	9.6	0.8	-0.2	-4.1	.	0.6
CCOc1ccc(CCNC(=O)CN2C(=O)COc3ccc(S(=O)(=O)N4CCOCC4)cc32)cc1	-0.4	6.7	-0.4	-1.4	0.8	-1.5	-0.1	-3.1	-0.5
N/C(=N\O)C1COc2ccccc2O1 (stereo not drawn)	.	11.5	i	2.4	-0.9	0.1	1.1	.	-0.5
CCC(C)N(C(=O)COc1ccccc1C(=O)NCc1ccccc1)C1CCS(=O)(=O)C1 (stereo not drawn)	0.8	2.2	i	14.7	1.9	0.1	0.4	1.0	3.2
O=C1CCC(=O)N1c1ccccc1-c1ccccc1	.	2.2	1.0	3.8	1.3	-0.3	-3.1	0.4	0.4
COc1ccccc1-c1nnc(SC)n1C	0.5	-2.8	i	0.5	-0.3	-0.4	-1.0	.	2.2
C=CCNC(=O)CSc1nc2sc(C)c(C)c2c(=O)[nH]1	1.7	-1.4	.	5.5	4.2	-0.8	-1.3	1.6	3.7
COc1ccc(-n2c(SCC(=O)Nc3cc(C)on3)nc3c([nH]c4ccccc43)c2=O)cc1	2.3	16.9	-0.2	-2.3	5.7	-0.7	0.7	-2.5	0.2
CCOc1cccc(CN2CCC(Oc3ccc(C(=O)N4CCCC4)cc3)CC2)c1	0.9	1.7	-0.2	28.4	-1.6	-0.7	-3.7	0.9	-0.8
Cc1cccc(OCCCC(=O)NNC(=O)c2ccccn2)c1	-0.3	-1.8	i	8.9	-2.6	-1.3	-1.6	-0.1	-0.2
Cc1ccc(C(=O)O)cc1NC(=O)c1ccc2c(c1)C(=O)N(c1ccc([N+](=O)[O-])cc1)C2=O	-0.8	27.0	i	-3.6	-1.9	0.1	-2.6	0.5	7.4
c1coc(-c2nnc(-c3ccco3)nn2)c1	-1.3	3.1	-0.1	-21.9	-0.8	-0.3	4.3	-1.9	0.2
CCN(CC)CCNC(=O)c1ccc(N2CCCCC2)c(NS(=O)(=O)c2ccc(C)cc2)c1	.	7.8	-0.3	-5.9	1.5	-1.5	-1.6	.	0.1
Nc1[nH]n(-c2ccccc2)c(=O)c1N=Nc1ccc2c(c1)OCO2	0.5	-2.6	-4.8	-8.1	-15.0	0.6	-3.3	-1.0	-0.9
CCOc1ccccc1C1NC(=O)NC(C)=C1C(=O)OC1CCCCC1 (stereo not drawn)	.	-7.5	-0.3	-5.8	1.1	1.1	-1.7	0.1	-1.1
COc1ccc(CN(C(=O)COc2ccccc2)c2ccccc2C(=O)O)cc1	-1.2	3.4	i	1.4	-1.0	-0.4	0.5	-1.7	4.4
CCCCn1c(N)c(N(C(=O)CSc2nncn2-c2ccccc2)C2CCCC2)c(=O)[nH]c1=O	4.9	-12.7	-0.4	-7.2	-0.8	-0.5	-2.0	0.7	.
Fc1ccc(-n2nnc(-c3ccccc3)n2)cc1	1.6	2.6	-2.3	2.2	2.8	-0.4	0.9	-0.8	-0.9
CCc1ccccc1NC(=O)CCC(=O)Nc1nnc(C(C)C)s1	0.1	3.6	i	3.4	2.3	-2.4	-2.7	-2.9	1.0
CC(C)C(=O)Nc1ccc2c(c1)oc1ccccc12	.	-1.2	i	-0.8	-4.6	0.1	-3.6	0.1	0.5
COc1ccc(Cl)cc1NC(=O)CSc1nncn1-c1cccnc1	.	0.0	3.7	-16.5	-0.5	-0.8	-0.7	27.7	3.2
COc1ccc(N2CCN(Cc3nc4c(c(=O)n(C)c(=O)n4C)n3Cc3ccccc3C)CC2)cc1	0.3	-4.8	-1.1	10.9	-2.6	-0.7	-4.5	-4.6	.
Continuation.
SMILES	TcdB inh	GDH-TPI inh	Vc quorum ag	Y pestis TopoI	FBA Mtb inh	PfHsp40 rescue	FadD28 binding	BioA inh	UGM FP inh
Cc1cc(NC(=O)C(C)Sc2nnc(NCc3ccco3)s2)no1 (stereo not drawn)	0.0	2.1	-2.6	0.9	0.7	-1.2	-0.5	3.0	-0.1
CCC(C)NC(=O)NC1C(NC(=O)NC(C)CC)N(C)C(=O)N1C (stereo not drawn)	.	-4.1	-0.5	3.0	-1.3	0.4	-5.0	-0.9	-1.7
CC(=O)CSc1nnc(-c2ccncc2)n1C	.	-4.4	-0.4	5.0	-0.4	-1.6	-3.4	0.0	1.9
Cc1ccc(N(CC(=O)NC2CCCCC2)C(=O)Cn2nnc(-c3ccc(C)o3)n2)cc1	1.6	-1.3	i	12.9	-7.2	0.1	-3.7	-0.4	-3.3
COc1ccc(CNC(=O)CN(C(=O)CCC(=O)Nc2nccs2)c2ccc3c(c2)OCO3)cc1	-0.2	6.6	i	3.7	-3.1	-0.1	-1.0	-1.5	-0.3
O=C(Nc1ccccc1-c1nnn(CC(=O)N2CCCc3ccccc32)n1)c1ccc(Cl)cc1	.	0.6	2.0	16.6	-2.6	1.4	-0.3	-1.6	1.3
O=C(CCn1c(=O)oc2ccccc21)NCCCN1CCOCC1	-0.2	0.0	-3.1	1.7	3.4	-0.2	-1.0	0.6	1.7
O=C(O)c1ccccc1C(=O)NCCc1c(C(=O)O)[nH]c2ccc(F)cc12	0.3	-10.0	-0.7	-0.7	5.6	1.1	0.5	-0.9	2.0
CC(COc1cccc2ccccc12)CN1CCN(C)CC1 (stereo not drawn)	.	2.1	i	-6.4	3.7	0.6	-1.8	1.6	3.4
CCCOP(=O)(OCCC)C(Nc1ccc(C(C)C)cc1)c1ccc([N+](=O)[O-])cc1 (stereo not drawn)	.	3.0	-2.2	40.2	0.4	4.9	0.3	.	4.1
Cc1ccc(S(=O)(=O)N2CC=C(N)N2)cc1	1.5	-6.9	-1.2	-5.7	-2.4	-0.9	-3.6	.	.
Nc1n[nH]c(N)c1N=Nc1cccc(C(F)(F)F)c1	2.1	22.1	1.3	-11.7	-2.9	0.6	-1.9	-1.3	-0.5
CC1CCN(C(=O)C(C)c2ccc([N+](=O)[O-])cc2)CC1 (stereo not drawn)	-0.2	-6.0	-0.8	2.4	-1.1	1.1	-0.8	.	-1.0
Cc1cc(Cl)ccc1NC(=O)CN(C)C1=NS(=O)(=O)c2ccccc21	0.9	2.1	2.5	4.0	1.2	-1.3	-1.3	.	-0.6
O=C(CN1CCC(NC(=O)c2ccco2)CC1)Nc1cccc2ccccc12	.	2.9	i	-15.5	1.6	-1.2	0.2	-4.5	1.1
C=CCn1c(SCC(=O)Nc2ccccc2F)nnc1C(C)NC(=O)c1ccccc1F (stereo not drawn)	-0.5	-1.0	0.8	6.7	-0.2	-0.3	-2.5	1.1	-1.7
Cc1ccc(-c2cn3cccnc3n2)cc1NC(=O)c1cccs1	.	17.7	-0.2	0.4	+	1.2	-2.8	.	-1.8
COc1cc(OC)c(C(=O)Nc2ccc(N(C)C)cc2)cc1OC	.	6.7	i	9.4	0.8	1.9	-3.5	0.5	2.4
CCOc1ccccc1N1CN(Cc2ccccc2)CNC1=S	1.1	0.7	i	9.4	1.8	.	0.2	1.2	0.4
CCC(C)CCCCNC1=NCCS1 (stereo not drawn)	0.4	1.6	i	-1.7	-1.8	-0.7	-4.7	.	.
COc1cc(C)cc2oc(=O)c(CC(=O)N3C[C@H]4C[C@@H](C3)c3cccc(=O)n3C4)c(C)c12	0.9	3.9	-0.5	10.2	80.6*	0.0	-3.2	0.3	2.8
CC(Sc1nnc(C2CC2)n1C1CC1)C(=O)Nc1ccc(C(N)=O)cc1 (stereo not drawn)	-0.1	11.9	-0.4	4.3	4.9	0.2	-1.1	5.2	-1.6
CCN(CC)c1ccc(NC(=O)CSc2nnc(N)s2)cc1C	0.5	6.9	-0.2	2.9	-0.3	1.0	0.2	-1.5	-0.2
O=C(c1cccs1)N1CCN(Cc2ccccc2)CC1	8.5	4.8	-3.7	7.0	1.7	1.6	0.0	.	.
Cc1cc(=O)oc2c(C)c(OC(C)C(=O)NCC3CCC(C(=O)O)CC3)ccc12 (stereo not drawn)	1.0	12.8	-0.5	0.2	4.3	0.2	-0.4	-0.7	-1.5
Later entries
SMILES	TcdB inh	GDH-TPI inh	Vc quorum ag	Y pestis TopoI	FBA Mtb inh	PfHsp40 rescue	FadD28 binding	BioA inh	UGM FP inh
CC(NC(=O)c1ccccc1F)C1CC1 (stereo not drawn)	0.0	3.7	-0.3	-6.0	4.3	0.0	.	-6.1	-0.1
Cc1cc(C)nc(NS(=O)(=O)c2ccc(N3C(=O)c4ccccc4C3=O)cc2)n1	0.2	0.7	-0.6	3.6	2.0	-0.5	-3.8	-0.4	1.1
COc1cccc(-n2nnc3c(=O)n(CC(=O)N4CCCc5ccccc54)cnc32)c1	.	-10.1	-2.5	4.3	-0.7	0.6	-2.2	-1.0	-2.3
O=C(N/N=C/c1cc(Cl)cc([N+](=O)[O-])c1O)c1cc(-c2ccccn2)nc2ccccc12	0.7	-2.9	i	-2.6	-3.8	-0.4	0.6	.	-1.3
O=C(NNC(=O)c1nc(Cl)ccc1Cl)c1ccc(F)cc1	0.9	8.2	-2.3	-4.2	2.0	-0.7	-1.4	1.2	-1.2
CCOC(=O)c1ccc(NC(=S)N(CCCN2CCCCC2)Cc2ccco2)cc1	.	-12.3	i	18.4	1.7	-0.4	-1.4	0.5	1.1
O=C1CN(C(=O)CNCc2cccc(Cl)c2)c2ccccc2N1	1.4	4.0	2.3	-10.0	2.5	1.1	4.2	-5.2	-2.7
COc1ccccc1N1CCN(Cc2cn[nH]c2-c2ccc(F)cc2)CC1	0.7	0.0	-7.1	-0.1	3.8	-1.4	0.0	-4.2	0.7
Cc1ccc(S(=O)(=O)CCSc2n[nH]c(=O)n2-c2ccccc2)cc1	0.5	3.1	-0.7	4.4	-3.1	.	-3.0	1.5	2.4
COc1ccc(NC(=S)N2CCC(C(=O)c3ccc(Cl)cc3)CC2)cc1	0.2	10.9	-1.5	-3.0	-1.5	0.7	-4.6	0.3	.
Cc1cc(NC(=O)c2ccc([N+](=O)[O-])cc2)no1	0.5	-3.1	i	2.1	0.4	-1.1	-2.8	-0.5	-1.3
COc1ccccc1NC(=O)CCC(=O)c1ccc(-c2ccccc2)cc1	-0.7	16.5	-2.2	2.2	2.7	2.0	-1.7	.	1.4
O=C(C=Cc1ccc2c(c1)OCO2)C=Cc1ccc2c(c1)OCO2	0.7	18.6	i	3.4	-5.3	.	-2.6	-0.3	.

By substructure: those above containing fluorine (eight)
SMILES	TcdB inh	GDH-TPI inh	Vc quorum ag	Y pestis TopoI	FBA Mtb inh	PfHsp40 rescue	FadD28 binding	BioA inh	UGM FP inh
CCC(C)C(=O)Nc1nnc(SCC(=O)Nc2ccc(F)cc2)s1 (stereo not drawn)	0.7	-9.0	-0.4	9.6	0.8	-0.2	-4.1	.	0.6
Fc1ccc(-n2nnc(-c3ccccc3)n2)cc1	1.6	2.6	-2.3	2.2	2.8	-0.4	0.9	-0.8	-0.9
O=C(O)c1ccccc1C(=O)NCCc1c(C(=O)O)[nH]c2ccc(F)cc12	0.3	-10.0	-0.7	-0.7	5.6	1.1	0.5	-0.9	2.0
Nc1n[nH]c(N)c1N=Nc1cccc(C(F)(F)F)c1	2.1	22.1	1.3	-11.7	-2.9	0.6	-1.9	-1.3	-0.5
C=CCn1c(SCC(=O)Nc2ccccc2F)nnc1C(C)NC(=O)c1ccccc1F (stereo not drawn)	-0.5	-1.0	0.8	6.7	-0.2	-0.3	-2.5	1.1	-1.7
CC(NC(=O)c1ccccc1F)C1CC1 (stereo not drawn)	0.0	3.7	-0.3	-6.0	4.3	0.0	.	-6.1	-0.1
O=C(NNC(=O)c1nc(Cl)ccc1Cl)c1ccc(F)cc1	0.9	8.2	-2.3	-4.2	2.0	-0.7	-1.4	1.2	-1.2
COc1ccccc1N1CCN(Cc2cn[nH]c2-c2ccc(F)cc2)CC1	0.7	0.0	-7.1	-0.1	3.8	-1.4	0.0	-4.2	0.7

Outcome played no part in choosing rows; 4.6% or so of the library scored in one or more.
